# Screens deposited in PubChem BioAssay by several laboratories.
# HSP90 inh – HSP90 inhibitors, primary screen, cell lysate, luminescence | Heat shock protein HSP 90 (rabbit reticulocyte lysate; luciferase refolding) | Rabbit reticulocyte lysate, luciferase refolding luminescence, 3 h | inhibition, % at 5.6 µM | actives 0.91% (n = 290,000);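 active = inhibition above the screen-wide mean plus 3 SD, computed separately per campaign, cut at about 16% in these data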;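 also: 0% = DMSO wells and 100% = 60 µM geldanamycin wells; inhibitors lower the luminescence because luciferase stays unfolded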
# HDAC3 inhib – HDAC3 deacetylase inhibitors, primary screen, biochemical, fluorescence, cell-free homogeneous; actives 0.15% (n = 320,000); recombinant HDAC3, fluorogenic peptide/trypsin coupled; AID 2718, 2010; inhibition, % at 8.3 µM; in the data active = inhibition above about 26%, passing the limit was not always enough; inconclusive = no clear call, values can overlap the other calls
# Dyrk1A ADPGlo – rat Dyrk1A kinase inhibitors, primary screen, biochemical, single point, plate reader. inhibition, % at 12.5 µM. Dual specificity tyrosine-phosphorylation-regulated kinase 1A (Rattus norvegicus), Q63470. AID 504441, 2011. actives 0.43% (n = 310,000). ADP-Glo luminescence, NFATc1 peptide; in the data active = inhibition above about 50%;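 also: plate controls were vehicle with enzyme for no effect and no enzyme for full effect; many of its hits are not listed in these tables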
# GSK3A inh – blockers of GSK3A enzyme activity – biochemical, luminescence, cell-free homogeneous, HTS, primary screen. GSK-3 alpha kinase, ADP-Glo luminescence, 60 min. inhibition, % at 10 µM. actives 0.1% (n = 320,000);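 in the data active = inhibition above about 50%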;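 also: GST-tagged GSK-3 alpha with peptide substrate and 25 µM ATP; 0% = DMSO neutral wells and 100% = GW8510 positive control wells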
# Target sequence (P49840 whole entry, looked up): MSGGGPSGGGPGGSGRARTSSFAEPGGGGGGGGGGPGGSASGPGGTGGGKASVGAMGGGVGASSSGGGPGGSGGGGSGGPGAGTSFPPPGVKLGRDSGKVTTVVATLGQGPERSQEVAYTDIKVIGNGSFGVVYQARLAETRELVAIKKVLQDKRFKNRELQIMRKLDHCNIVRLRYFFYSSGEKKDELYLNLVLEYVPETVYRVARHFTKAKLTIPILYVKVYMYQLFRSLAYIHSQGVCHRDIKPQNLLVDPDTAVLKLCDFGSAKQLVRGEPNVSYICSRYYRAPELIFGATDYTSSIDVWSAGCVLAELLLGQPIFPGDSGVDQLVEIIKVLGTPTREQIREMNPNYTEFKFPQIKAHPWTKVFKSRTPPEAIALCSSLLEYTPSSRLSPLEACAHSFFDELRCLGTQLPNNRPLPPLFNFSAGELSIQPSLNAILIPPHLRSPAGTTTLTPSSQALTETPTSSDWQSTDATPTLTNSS
# AI-2 QS mod – Vibrio harveyi AI-2 quorum sensing modulators, primary screen, JMH597 strain, luminescence/OD600 ratio. Vibrio harveyi JMH597 AI-2 luminescence/OD600 ratio, 9 h; active compounds read low; strain lacks LuxN and CqsS sensors; 0 = neutral-control median. activity change, % at 7.5 µM. actives 0.4% (n = 300,000); in the data active = activity change below about -75%, passing the limit was not always enough; inconclusive = no clear call, values can overlap the other calls;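 also: luminescence divided by OD600 gain over 9 h not by final OD600 alone; inactives centre near 13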
# Platelet DG rel – inhibitors of platelet dense granule secretion, primary screen, cell-based, MLPCN, human platelets; human platelet-rich plasma, SFLLRN dense granule ATP release, luminescence; inhibition, %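 (compounds screened at 7.5 µM in platelet-rich plasma)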; actives 0.22% (n = 300,000); AID 1663, 2009;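 active = mean replicate score, as percent of positive control, at or above 50; inconclusive = mean below 50 but at least one replicate at or above 50; inactive = mean and every replicate below 50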
# HSF1 inhib – HSF1 inhibitors in luciferase reporter cells, primary screen, cell-based, NIH3T3, luminescence; NIH3T3-HGL HSE-luciferase, MG132-induced, luminescence 8 h; active compounds read low; activity change, negative = inhibition, % at 7.5 µM (by protocol); actives 0.77% (n = 300,000);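 active = more than half of replicate wells show activity change below -50%, luminescence cut by over half; inconclusive = some wells, but at most half, below -50%; inactive = no replicate well below -50%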;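 also: luciferase reports HSF-1 transcriptional activity via heat shock element; 0% = median of DMSO wells and -100% = zero luminescence signal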
# HSF1 activator – HSF-1 activators, primary screen, NIH3T3-HGL cells, MG132 stress, luminescence, single point; NIH3T3-HGL HSF-1 luciferase reporter, 8 h; 100% = twice DMSO control signal; activation, % at 9 µM; actives 1.7% (n = 300,000);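 active = mean replicate activation of at least 50% with a set share of replicates each reaching 50%; inconclusive = only one of those two conditions met; inactive = mean below 50% and too few replicates reaching it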;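 also: 0% = median of the neutral control wells and 100% = twice that signal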
# GSK3beta inhib – human GSK3beta kinase inhibitors, primary screen, biochemical, cell-free homogeneous, HTS; GST-GSK3beta kinase, ADP-Glo luminescence, 60 min; active compounds read low; activity score (negative = inhibition), % at 10 µM; actives 0.038% (n = 300,000); AID 2097, 2009;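 active = more than half of replicate wells score below -50%, meaning over 50% inhibition versus plate controls; inconclusive = some replicates but at most half score below -50%; inactive = no replicate scores below -50%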;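 also: 0% = median DMSO wells and -100% = median GW8510 positive control wells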
# Target sequence (P49841 whole entry, looked up): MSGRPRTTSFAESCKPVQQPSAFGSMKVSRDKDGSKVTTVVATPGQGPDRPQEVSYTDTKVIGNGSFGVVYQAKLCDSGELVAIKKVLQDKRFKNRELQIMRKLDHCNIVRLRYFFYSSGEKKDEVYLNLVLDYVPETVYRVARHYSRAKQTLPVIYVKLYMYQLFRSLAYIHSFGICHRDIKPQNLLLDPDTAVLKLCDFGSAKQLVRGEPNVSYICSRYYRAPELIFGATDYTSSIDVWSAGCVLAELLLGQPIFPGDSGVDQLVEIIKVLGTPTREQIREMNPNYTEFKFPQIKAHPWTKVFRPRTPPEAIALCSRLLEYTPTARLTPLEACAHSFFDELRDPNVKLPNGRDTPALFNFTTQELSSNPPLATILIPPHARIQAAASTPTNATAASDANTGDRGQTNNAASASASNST
#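 Test system: GST-fused GSK3beta enzyme, cell-free | Quantity: 1.6 ng GST-GSK3beta enzyme per well | Reagent: 25 µM ATP with peptide substrate | Schedule: 60 min enzyme reaction, room temperature | Signal: Luminescent ADP-Glo measurement of ADP formed | Read-out basis: Score relative to plate controls | Control set: DMSO and 20 µM GW8510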
# PolyA inhibitor – polyadenylation inhibitors in yeast reporter cells, primary screen, luminescence, S. cerevisiae | S. cerevisiae SKY197-pL101 polyadenylation reporter, beta-gal luminescence; efflux-impaired pdr1/pdr3 knockout yeast; score 100 = 6 SD above DMSO | calls only at 12 µM | actives 0.02% (n = 300,000);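 active = lowest replicate activity score at least 50, where 100 means six control SD above control mean; inconclusive = lowest score under 50 but half or more replicates reach 50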;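 also: yeast exposed to compound for 9 h at 30 °C; higher score means more reporter readthrough which indicates perturbed polyadenylation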
# * marks the source's active call; other numbers are inactive results; i = inactive; ? = inconclusive; nt = not tested or not shown.
SMILES,HSP90 inh,HDAC3 inhib,Dyrk1A ADPGlo,GSK3A inh,AI-2 QS mod,Platelet DG rel,HSF1 inhib,HSF1 activator,GSK3beta inhib,PolyA inhibitor
O=C(NCCn1cc(SCC(=O)N2CCOCC2)c2ccccc21)c1ccccc1,7,0,2,1,13,5,-7,-16,1,i
CCOc1ccc(CNc2nnnn2C)cc1,-3,-4,-3,-1,24,-2,-1,-17,3,i
c1ccc(COc2ccc(OCCCN3CCCC3)cc2)cc1,6,0,-9,-1,15,7,-40,-43,-2,i
COc1ccccc1NC(=O)CN1C(=O)CCS(=O)(=O)c2ccccc21,1,-2,-5,-1,3,10,1,0,1,i
Cc1ccc2c(c1)N(C(=O)CCC(=O)NC1CCC(C)CC1)CCO2 (stereo not drawn),-4,1,11,0,11,-1,-2,-14,-1,i
CC1=C(C(=O)Nc2ccc(C(=O)N3CCN(c4ccccc4F)CC3)cc2)SCCO1,0,-7,-8,-1,10,-4,4,-10,5,i
Cc1nc(C(C)N(C)Cc2c(C(=O)N3CCCCC3)nc3c(C)cccn23)c(C)s1 (stereo not drawn),3,2,nt,-3,10,-10,4,-11,-3,i
O=C1CCC(C(=O)N2CCOCC2)CN1Cc1cccc(C(F)(F)F)c1 (stereo not drawn),0,-2,2,-4,15,-11,-1,-8,1,i
Cc1ccc(NC(=O)COc2ccccc2C(=O)NCCN(C)C)cc1,4,-2,nt,-2,-5,-5,nt,nt,1,i
CCOc1ccc(N2CC(C(=O)NCc3ccccc3)CC2=O)cc1 (stereo not drawn),1,1,1,-6,67,12,-4,-10,-2,i
O=C(COC(=O)c1ccco1)Nc1cccc(Br)c1,-1,4,8,0,24,-2,-5,9,5,nt
CN(C)c1ccc(/C=N/n2ncc3ccccc32)cc1,3,-4,6,-5,16,7,20,23,-2,i
O=C(N/N=C/c1c(Cl)cccc1Cl)c1ccccc1F,-6,-3,-3,-2,5,7,0,4,1,i
O=C(NCC(=O)N(c1ccccc1)C(C(=O)NC1CCCC1)c1ccncc1)c1ccco1 (stereo not drawn),1,0,12,-2,-13,1,0,-14,0,i
CCCC1CC(C(=O)NC(C(C)Cl)C2OC(SC)C(O)C(O)C2O)N(C)C1 (stereo not drawn),-1,-4,-5,-4,-32,-2,-2,-9,1,i
O=C(COC(=O)CCC(=O)c1ccc(F)cc1)Nc1ccc2[nH]c(=O)[nH]c2c1,nt,1,nt,-4,35,-1,-6,2,-3,i
O=C1c2oc3ccccc3c(=O)c2C(c2cccs2)N1CCCN1CCOCC1 (stereo not drawn),-2,4,12,1,7,0,nt,nt,0,i
CCCOC(=O)NC(CC)COC(=O)Nc1cc(C)ccc1C (stereo not drawn),-2,6,6,-2,19,-15,11,16,4,i
COc1ccc(Cl)cc1-c1n[nH]c(=S)o1,2,-12,0,5,25,0,2,35,-6,i
CN(C)c1ccc(N=C/C=C2\N(C)c3ccccc3C2(C)C)cc1,7,13,5,3,31,14,-37,-34,-6,i
COc1ccc(CNC(=O)C(c2ccc(C)o2)N(Cc2cccs2)C(=O)Cc2cccs2)cc1 (stereo not drawn),0,5,-9,-2,-9,-2,-34,-37,5,i
CN(C(=O)CN1C(=O)/C(=C/c2ccccc2Cl)SC1=S)C1CCS(=O)(=O)C1 (stereo not drawn),-2,0,nt,0,37,-8,5,3,-2,i
O=C(CCN1C(=O)/C(=C/c2ccco2)SC1=S)Nc1ccc(C(=O)O)c(O)c1,-7,-4,3,0,8,-5,-2,-13,3,i
Cc1cccc(NC(=O)c2cnc3n(c2=O)CCS3)c1,-1,6,-9,-1,22,-2,nt,nt,4,i
COc1ccc(C(=O)O/N=C(\N)Cc2ccc(Cl)cc2Cl)cc1OC,4,7,-2,0,36,7,-5,-2,-1,i
CC(=O)n1cc([C@@H]2C=C(C(=O)N3CCN(Cc4ccc5c(c4)OCO5)CC3)O[C@H](OCCCCO)C2)c2ccccc21,-1,-2,1,-5,18,-2,-2,7,-2,i
COc1ccc(C2CC(c3cccs3)=NN2C(=O)CSc2nnc(N)s2)cc1OC (stereo not drawn),4,4,nt,1,27,nt,nt,nt,1,nt
CCCCNC(=O)CSc1nc2ccccc2c(=O)n1CC1COc2ccccc2O1 (stereo not drawn),1,0,-11,4,23,0,5,18,2,i
COc1cccc(OCc2cc(C(=O)N3CCNC(=O)C3Cc3ccccc3)no2)c1 (stereo not drawn),-6,2,0,1,0,11,11,16,0,i
N#Cc1ccc(COC(=O)c2ccc(N3CCCC3)c([N+](=O)[O-])c2)cc1,6,5,2,0,14,-3,4,3,-2,i
CC(c1ccco1)N(C(=O)c1ccc(F)cc1)c1ccccn1 (stereo not drawn),-8,1,-1,5,1,-26,4,-9,-1,i
CCN(C(=O)CSc1nc2ccccc2c(=O)n1Cc1ccc(C)cc1)C1CCS(=O)(=O)C1 (stereo not drawn),nt,-1,25,-4,38,5,0,2,-1,i
Cc1ccc(Nc2nnc(SCC(=O)N(C)C3CCS(=O)(=O)C3)s2)cc1 (stereo not drawn),-3,3,2,-4,5,-3,2,17,4,i
COc1ccc(OCc2nnc(SCC(=O)Nc3ccccc3F)o2)cc1,-2,9,4,1,18,-2,2,7,8,i
O=C(Cn1nc(Cl)nc1Cl)c1ccccc1,-3,-3,-2,-1,nt,14,2,-1,nt,nt
CCOC(=O)c1sc2ncnc(N3CCN(C(=O)OCC)CC3)c2c1C,4,10,37,-3,23,1,-7,1,-1,i
Cc1ccc(N=c2c([N+](=O)[O-])nn(-c3ccccc3)n2O)c(C)c1,-1,nt,-2,nt,27,8,19,43,3,i
Cc1ccccc1C(=O)N1CCC(C(=O)NC(C)c2ccc(-n3ccnc3)cc2)CC1 (stereo not drawn),2,4,6,0,5,10,-1,-11,-1,i
COc1ccccc1NC(=S)NC(=O)C1CC1,-1,3,14,8,-36,6,5,13,-8,i
COC(=O)N/N=C(\C)c1ccccc1OC(F)F,0,0,-12,-2,5,-6,-7,-1,-2,i
COC(C(=O)Nc1ccc(Br)cc1F)c1ccccc1 (stereo not drawn),2,-7,2,8,21,-1,2,15,1,i
O=C(NCc1ccccc1Cl)c1cc([N+](=O)[O-])ccc1Cl,0,0,-2,0,7,-4,8,6,-1,i
Cc1ccc(NC(=O)C(C)Sc2nnc(-c3cccnc3)n2-c2ccccc2)cc1 (stereo not drawn),4,11,0,nt,32,-1,-5,11,1,i
Cn1c(N2CCCCC2)nc2c1c(=O)[nH]c(=O)n2C,1,1,1,5,16,0,-1,-12,-1,i
COc1cc(C(CCN2CCCCC2)c2c(OC)cc(OC)c3c(-c4ccccc4)cc(=O)oc23)cc(OC)c1OC (stereo not drawn),nt,3,-1,-2,-1,-2,1,3,-7,i
CCCN1CCCc2cc(CN(CCCN3CCOCC3)C(=O)Nc3ccc(OCC)cc3)ccc21,2,6,-4,2,21,2,12,36,1,i
COc1ccc(OC)c2sc(NNC(=O)COc3ccccc3)nc12,2,1,-3,0,24,-2,2,-15,1,i
O=C(CSCc1ccc([N+](=O)[O-])cc1)NC1CCCCCC1,6,6,1,-2,15,2,3,9,2,i
Cc1ccc(S(=O)(=O)NCCCCCC(=O)Nc2ccccn2)cc1,5,-2,3,8,20,-1,-6,-1,0,i
CCc1ccc(NC(=O)CSc2nc3cc(C(=O)OC)ccc3c(=O)n2Cc2ccco2)cc1,7,0,3,-7,11,1,2,-12,0,i
O=C(CSc1ccc(-c2cccnc2)nn1)N1CCCC1,4,12,nt,-4,10,0,-3,-8,-1,i
O=C(COc1ccccc1)N1CCc2ccccc2C1,0,-1,-6,1,16,2,5,21,3,i
COC(=O)Nc1nnc(-c2ccco2)s1,-4,-1,nt,1,7,5,-1,9,2,i
CCOc1ccccc1N1CCN(c2nc(N)c(C#N)c(CC#N)c2C#N)CC1,9,2,-5,8,10,-55,-5,6,-6,i
Cc1ccc(C(=O)N(c2ccccn2)C(C)c2ccco2)cc1C (stereo not drawn),-2,4,nt,4,-19,-2,8,19,-3,i
CC1(C2CC2)NC(=O)N(CC(=O)Nc2ccccc2-c2ccccc2)C1=O (stereo not drawn),3,-1,-6,0,11,-1,1,2,-1,i
CC(C)CC(NC(=O)C(CC(C)C)NC(=O)OC(C)(C)C)C(=O)O (stereo not drawn),-1,12,nt,2,9,1,-4,-5,-11,i
Cc1cccc2c1Sc1ccccc1CC2=O,-2,2,-1,-2,-4,-9,-1,-20,2,i
O=C(Nc1cccc(NC(=O)c2cccs2)c1)c1ccc2c(c1)OCCO2,-2,2,1,-1,17,-3,5,22,-16,i
CC(=C\C(=O)O)/C(=C/c1ccccc1)C(=O)O,-1,2,4,-1,34,1,0,3,0,i

# More records follow.
SMILES,HSP90 inh,HDAC3 inhib,Dyrk1A ADPGlo,GSK3A inh,AI-2 QS mod,Platelet DG rel,HSF1 inhib,HSF1 activator,GSK3beta inhib,PolyA inhibitor
Clc1ccc(-c2[nH]ncc2N=Nc2ccccc2)cc1,-2,?,0,-3,8,-4,1,19,-6,i
COc1ccc(C2/C=C\CN(C(=O)C3CC3)CC(=O)N2Cc2ccc(F)cc2)cc1 (stereo not drawn),nt,12,-4,-1,1,-2,1,nt,4,i
Cn1c(=O)c2c(nc(CN3CCOCC3)n2CCCO)n(C)c1=O,-5,-4,16,-1,22,-3,-6,3,0,i
CC(C)(C)CN1CCNC(=O)C1CC(=O)N1CCN(c2ccccc2)CC1 (stereo not drawn),1,2,17,0,6,14,0,7,3,i
CCSC(=Nc1ccccc1)N1CCOCC1,nt,-4,nt,0,14,-2,4,0,2,i
Cc1ccc(C(=O)CSc2nnc(COc3ccc(C#N)cc3)n2-c2ccccc2)cc1,2,-5,1,2,-12,-1,8,3,1,i
O=C(CSc1nc2c(c(=O)n1-c1ccc(Br)cc1)SCC2)NCc1ccco1,6,-1,nt,0,22,2,1,-21,-1,i
COc1ccccc1OCCOCCOc1ccc(C)cc1Br,-5,7,-5,2,31,1,3,-4,-18,i

# Only part of the results is shown, so the mix of outcomes need not match the whole.
